# Source: PubChem (Broad Institute)
# Pf Dd2 inh: inhibitors of Plasmodium falciparum Dd2 growth | P. falciparum Dd2 growth, SYBR Green, 72 h; hits give low values | activity change, % at 10 µM | 94,000 tested, 2.3% active | AID 1159554; in the data active = activity change below about -80%; inconclusive = no clear call, values can overlap the other calls
# KDM4C inh: blocks human GASC-1 (KDM4C) demethylase activity; GST-KDM4C 2-372, H3K9me3 peptide, LANCE TR-FRET; inhibition, % at 12.5 µM; 96,000 tested, 0.15% active;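 active = mean replicate inhibition above about 25%, with at least 55% of replicates also reaching it, limit read from the data, passing the limit was not always enough; inconclusive = only one of those two conditions met; inactive = neither condition met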
# Target sequence (Q9H3R0 2-372 limits assumed): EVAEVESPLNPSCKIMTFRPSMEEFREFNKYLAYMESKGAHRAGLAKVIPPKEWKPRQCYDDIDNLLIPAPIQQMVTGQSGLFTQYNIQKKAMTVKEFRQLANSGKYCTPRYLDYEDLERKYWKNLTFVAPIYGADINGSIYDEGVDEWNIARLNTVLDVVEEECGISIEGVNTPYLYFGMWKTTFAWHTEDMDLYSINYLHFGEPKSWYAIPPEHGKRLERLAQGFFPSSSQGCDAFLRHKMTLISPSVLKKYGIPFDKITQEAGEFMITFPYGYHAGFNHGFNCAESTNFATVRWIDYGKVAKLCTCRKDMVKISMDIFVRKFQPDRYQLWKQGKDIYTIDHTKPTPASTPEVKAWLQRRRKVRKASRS
#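 Test system – GST-tagged GASC-1 (JMJD2C) catalytic fragment, aa 2-372 · Medium – HEPES buffer, pH 7.5, plus ascorbate · Reagent – H3K9me3 peptide with Fe(II)/2OG · Compound – one test concentration per compound · Timing – 30 min reaction, 60 min detection, RT · Technique – TR-FRET with Eu antibody and ULight streptavidin, EDTA stop · Read-out basis – inhibition from TR-FRET ratio decrease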
# C diff growth: blocks growth of Clostridium difficile | Clostridium difficile clinical isolate growth, OD600, 24 h; hits give low values | AID 1259249 | growth activity, negative = inhibition, % at 16 µg/mL (by protocol) | 86,000 tested, 0.25% active;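 active = mean growth activity at or below -80% and every replicate also at or below -80%; inconclusive = mean at or below -80% but some replicate above -80%; inactive = mean growth activity above -80%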;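 also: 0% = DMSO wells and -100% = levofloxacin 16 µg/mL wells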
# T cruzi growth: T. cruzi proliferation inhibition; T. cruzi beta-gal in NIH3T3, GalScreen luminescence, 90 h; inhibition, % at 8.34 µM; 77,000 tested, 5.9% active;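 active = mean inhibition above about 93%, with at least 55% of replicates each passing it, limit read from the data, passing the limit was not always enough; inconclusive = only one of those two conditions holds; inactive = neither condition holds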
# The depositor's hits bear a star; ? = inconclusive; / = no result given; & = joins results of further samples.
[1] COc1ccc(CNC(=O)C[C@H]2C[C@@H]3c4cc(NS(=O)(=O)c5ccc(F)cc5)ccc4O[C@@H]3[C@H](CO)O2)cc1
[2] C[C@H]1CN([C@@H](C)CO)C(=O)c2cccc(NC(=O)Nc3ccccc3)c2O[C@@H]1CN(C)Cc1ccc(C(=O)Nc2ccccc2N)cc1
[3] Cc1ccc(S(=O)(=O)N(C)C[C@H]2Oc3ccc(NC(=O)CCCCCC(=O)Nc4ccccc4N)cc3C(=O)N([C@@H](C)CO)C[C@H]2C)cc1
[4] COc1ccc(NC(=O)N(C)C[C@@H]2OCCCC[C@@H](C)Oc3ccc(NS(=O)(=O)c4ccc(Cl)cc4)cc3C(=O)N([C@@H](C)CO)C[C@H]2C)cc1
[5] CN1c2ccc(Br)cc2[C@H]2[C@H](CCN2C(=O)c2cccc(F)c2)[C@H]1CO
[6] COc1ccccc1CN1[C@@H]2c3cccc(=O)n3C[C@H]1[C@H](CO)[C@H]2C(=O)N1CCc2ccccc2C1

compound no.	1	2	3	4	5	6
Pf Dd2 inh	-28.0	-87.7*	-7.5	-18.6	9.0	-4.3
KDM4C inh	-1.2	-0.7	-0.6	-0.4	4.0	0.7
C diff growth	-1.7	-0.3	8.1	-0.9	9.9	0.9
T cruzi growth	59.0	99.7*	33.5	16.2	65.0	22.1

[7] CCCC#Cc1ccc2c(c1)O[C@H](CN(C)CC1CCOCC1)[C@@H](C)CN([C@@H](C)CO)S2(=O)=O
[8] COc1ccc(NC(=O)N(C)C[C@@H]2Oc3ccc(NS(=O)(=O)c4ccc(F)cc4)cc3CC(=O)N([C@H](C)CO)C[C@H]2C)cc1
[9] O=C(NC1CCCCC1)N[C@@H]1CC[C@@H](CCNS(=O)(=O)c2ccccc2)O[C@@H]1CO
[10] O=C(Cc1ccccn1)NCC[C@H]1CC[C@@H](NS(=O)(=O)c2ccc(Cl)cc2)[C@@H](CO)O1
[11] CC(C)NC(=O)Nc1ccc2c(c1)CC(=O)N([C@H](C)CO)C[C@H](C)[C@H](CN(C)S(C)(=O)=O)O2
[12] COc1ccc2c3c([nH]c2c1)[C@H](CO)N(C(=O)c1ccncc1)CC31CCN(C(=O)NC(C)C)CC1

compound no.	7	8	9	10	11	12
Pf Dd2 inh	-25.5	11.7	-27.9	-12.9	12.8	12.3
KDM4C inh	2.6	0.6	2.1	1.4	0.3	0.6
C diff growth	7.2	1.5	-0.6	2.9	-4.5	2.7
T cruzi growth	/	26.0	40.1	-3.1	-39.9	/

[13] CO[C@@H](CN(C)Cc1ccc2c(c1)OCO2)[C@@H](C)CN(C(=O)c1ccccc1)[C@@H](C)CO
[14] CCCN(C)C[C@@H]1Oc2ncc(-c3cccnc3)cc2C(=O)N([C@@H](C)CO)C[C@@H]1C
[15] COc1cccc(C#Cc2ccc([C@@H]3[C@H](CO)N4C(=O)CN(C(=O)c5ccccc5)C[C@@H]34)cc2)c1
[16] C[C@@H]1CN([C@@H](C)CO)C(=O)Cc2cc(NS(C)(=O)=O)ccc2O[C@@H]1CN(C)S(=O)(=O)c1ccccc1
[17] CCC(=O)Nc1ccc2c(c1)C(=O)N(C)C[C@@H](OC)[C@@H](C)CN(Cc1nccs1)[C@@H](C)CO2
[18] CCCC(=O)N1CC2(CN(C(=O)C3CCC3)C2)c2c(n(C)c3cc(OC)ccc23)[C@H]1CO

compound no.	13	14	15	16	17	18
Pf Dd2 inh	1.3	-12.9	-15.9	5.4	/	3.1
KDM4C inh	3.2	-1.4	-3.1	-0.4	0.1	0.6
C diff growth	/	0.8	-1.6	5.1	/	0.8
T cruzi growth	5.0	-9.0	/	18.4	6.1	/

[19] C[C@@H]1CCCCO[C@H](CN(C)Cc2ccc(C(F)(F)F)cc2)[C@@H](C)CN([C@@H](C)CO)C(=O)c2cc(NC(=O)CCCN(C)C)ccc2O1
[20] C[C@@H]1CCCCO[C@@H](CN(C)Cc2ccc(C(=O)Nc3ccccc3N)cc2)[C@@H](C)CN([C@H](C)CO)C(=O)c2cc(NS(=O)(=O)c3cn(C)cn3)ccc2O1
[21] CO[C@H]1CN(C)C(=O)c2ccc(NC(=O)NC(C)C)cc2OC[C@@H](C)N(CCC(F)(F)F)C[C@H]1C
[22] COCC(=O)Nc1ccc2c(c1)OC[C@H](C)N(Cc1cccc(F)c1)C[C@H](C)[C@@H](OC)CN(C)C2=O
[23] Cc1ccc(S(=O)(=O)N(C)C[C@H]2Oc3cc(-c4cccc(F)c4)ccc3S(=O)(=O)N([C@H](C)CO)C[C@@H]2C)cc1
[24] Cc1ccc(S(=O)(=O)Nc2ccc3c(c2)CC(=O)N([C@H](C)CO)C[C@H](C)[C@H](CN(C)C(=O)Nc2c(C)noc2C)O3)cc1

compound no.	19	20	21	22	23	24
Pf Dd2 inh	-88.2*	3.6	-5.3	-19.0	-67.4	34.5
KDM4C inh	1.2	-2.0	1.3	1.9	-1.8	3.8
C diff growth	1.1	4.7	/	-2.9	0.5	-5.5
T cruzi growth	62.1	/	-10.8	/	126.5*	/

# The list goes on, starting with the last 4 of the part before.
[21] CO[C@H]1CN(C)C(=O)c2ccc(NC(=O)NC(C)C)cc2OC[C@@H](C)N(CCC(F)(F)F)C[C@H]1C
[22] COCC(=O)Nc1ccc2c(c1)OC[C@H](C)N(Cc1cccc(F)c1)C[C@H](C)[C@@H](OC)CN(C)C2=O
[23] Cc1ccc(S(=O)(=O)N(C)C[C@H]2Oc3cc(-c4cccc(F)c4)ccc3S(=O)(=O)N([C@H](C)CO)C[C@@H]2C)cc1
[24] Cc1ccc(S(=O)(=O)Nc2ccc3c(c2)CC(=O)N([C@H](C)CO)C[C@H](C)[C@H](CN(C)C(=O)Nc2c(C)noc2C)O3)cc1
[25] C[C@H](CO)N1C[C@H](C)[C@H](CN(C)C(=O)Nc2cccc3ccccc23)Oc2ccc(NC(=O)CCN3CCOCC3)cc2C1=O
[26] C[C@@H]1CN([C@H](C)CO)C(=O)c2cccc(NC(=O)c3cnccn3)c2O[C@H]1CN(C)C(=O)NC1CCCCC1
[27] O=C(C[C@@H]1C=C[C@H](NS(=O)(=O)c2ccccc2)[C@H](CO)O1)N1CCc2ccccc2C1
[28] C[C@H]1CN([C@@H](C)CO)C(=O)c2cccc(NC(=O)CCCCCC(=O)Nc3ccccc3N)c2O[C@@H]1CN(C)S(=O)(=O)c1cn(C)cn1
[29] C[C@@H]1CN([C@@H](C)CO)C(=O)Cc2cc(N(C)C)ccc2O[C@@H]1CN(C)C(=O)NC1CCCCC1
[30] COc1ccc(S(=O)(=O)N2C[C@H](O)COC[C@@H]3O[C@@H](CC(=O)NCCN4CCCCC4)CC[C@H]32)cc1

compound no.	21	22	23	24	25	26	27	28	29	30
Pf Dd2 inh	-5.3	-19.0	-67.4	34.5	-13.2	-13.5	-20.8	22.6	-14.9	-20.8
KDM4C inh	1.3	1.9	-1.8	3.8	0.4	-1.2	6.7	0.1	2.8	4.0
C diff growth	/	-2.9	0.5	-5.5	0.1	-0.4	-3.3	-6.8	6.5	-2.6&-3.6
T cruzi growth	-10.8	/	126.5*	/	13.4	-11.9	14.9	/	26.9	/

# An excerpt from above in order of SMILES length, largest number first:
[28] C[C@H]1CN([C@@H](C)CO)C(=O)c2cccc(NC(=O)CCCCCC(=O)Nc3ccccc3N)c2O[C@@H]1CN(C)S(=O)(=O)c1cn(C)cn1
[29] C[C@@H]1CN([C@@H](C)CO)C(=O)Cc2cc(N(C)C)ccc2O[C@@H]1CN(C)C(=O)NC1CCCCC1
[27] O=C(C[C@@H]1C=C[C@H](NS(=O)(=O)c2ccccc2)[C@H](CO)O1)N1CCc2ccccc2C1

compound no.	28	29	27
Pf Dd2 inh	22.6	-14.9	-20.8
KDM4C inh	0.1	2.8	6.7
C diff growth	-6.8	6.5	-3.3
T cruzi growth	/	26.9	14.9

# Later entries:
[31] COc1ccc(NC(=O)N(C)C[C@H]2OCc3ccccc3-c3ccccc3C(=O)N([C@@H](C)CO)C[C@@H]2C)c(OC)c1
[32] C[C@H]1CN([C@@H](C)CO)S(=O)(=O)c2ccc(C#CC3CCCCC3)cc2O[C@H]1CN(C)C(=O)Cc1ccncc1
[33] COc1ccc2c3c([nH]c2c1)[C@@H](CO)N(C(C)=O)CC31CN(S(=O)(=O)c2cccs2)C1
[34] CO[C@H]1CN(C)C(=O)c2cc(NC(C)=O)ccc2OC[C@@H](C)N(C(=O)c2ccccc2F)C[C@H]1C
[35] C[C@H]1CN([C@@H](C)CO)S(=O)(=O)c2ccc(C#Cc3ccccc3F)cc2O[C@H]1CN(C)C(=O)Cc1ccncc1
[36] CCC(=O)N1CC[C@@H]2[C@H]1c1cc(C#Cc3cccnc3)ccc1N[C@@H]2CO

compound no.	31	32	33	34	35	36
Pf Dd2 inh	-27.3	-17.9	-32.0	-12.3	-75.9	-42.5
KDM4C inh	1.2	-1.0	7.4	0.3	-0.3	0.2
C diff growth	/	/	-8.0	/	-2.5	-4.7
T cruzi growth	3.3	42.1	/	-21.4	/	14.0

[37] O=C(C[C@@H]1CC[C@H]2[C@@H](COC[C@H](O)CN2S(=O)(=O)c2cccc(Cl)c2)O1)Nc1ccc(-c2ccccc2)cc1
[38] COCCNC(=O)C[C@@H]1CC[C@@H]2[C@H](COc3ccc(NC(=O)Cc4ccccc4)cc3C(=O)N2C)O1
[39] O=C(c1cccnc1)N1C[C@H]2[C@@H](c3ccccc31)[C@@H](CO)N2C(=O)C1CCCCC1
[40] CNC[C@@H]1Oc2ccc(NC(=O)Cc3ccccc3)cc2CC(=O)N([C@H](C)CO)C[C@@H]1C
[41] CNC[C@H]1Oc2ccc(NS(=O)(=O)c3ccccc3)cc2C(=O)N([C@@H](C)CO)C[C@H]1C
[42] C[C@H]1CN([C@@H](C)CO)C(=O)Cc2cc(NC(=O)NC3CCCCC3)ccc2O[C@@H]1CN(C)S(C)(=O)=O

compound no.	37	38	39	40	41	42
Pf Dd2 inh	-2.5	-0.8	-12.8	3.8	10.4	-3.4
KDM4C inh	-2.8	-2.9	11.9	-0.4	-0.4	1.2
C diff growth	-6.8	14.1	2.0	-4.2	1.1	-1.6
T cruzi growth	?	-53.6	8.8	-49.6	/	/

# In the list so far, 2 have a CF3 group:
[19] C[C@@H]1CCCCO[C@H](CN(C)Cc2ccc(C(F)(F)F)cc2)[C@@H](C)CN([C@@H](C)CO)C(=O)c2cc(NC(=O)CCCN(C)C)ccc2O1
[21] CO[C@H]1CN(C)C(=O)c2ccc(NC(=O)NC(C)C)cc2OC[C@@H](C)N(CCC(F)(F)F)C[C@H]1C

compound no.	19	21
Pf Dd2 inh	-88.2*	-5.3
KDM4C inh	1.2	1.3
C diff growth	1.1	/
T cruzi growth	62.1	-10.8

# Further results
[43] C[C@H]1CN([C@@H](C)CO)C(=O)c2cc(C3=CCCC3)cnc2O[C@H]1CN(C)C(=O)c1ccccc1
[44] CCCC#Cc1ccc([C@@H]2[C@@H](CO)N3CCCCN(CC4CCOCC4)C[C@H]23)cc1
[45] Cc1ccc(S(=O)(=O)N(C)C[C@@H]2Oc3ccc(NS(=O)(=O)c4cccs4)cc3C(=O)N([C@@H](C)CO)C[C@H]2C)cc1
[46] COc1ccccc1C(=O)Nc1ccc2c(c1)OC[C@@H](C)NC[C@H](C)[C@H](OC)CN(C)C2=O
[47] COc1cc(CN2CC3(CCN(C(=O)NC(C)C)CC3)c3c(n(C)c4cc(OC)ccc34)[C@H]2CO)cc(OC)c1
[48] C[C@H]1CN([C@@H](C)CO)S(=O)(=O)c2ccc(C#Cc3ccccc3)cc2O[C@@H]1CN(C)C(=O)CN(C)C

compound no.	43	44	45	46	47	48
Pf Dd2 inh	4.4	-54.9	-12.9	-28.7	-63.1	-64.8
KDM4C inh	5.1	-0.4	0.5	-0.5	-0.7	0.8
C diff growth	-0.7	2.8	-1.4	1.8	-0.1	17.4
T cruzi growth	2.1	79.3	31.3	19.2	/	76.4

[49] Cc1ccc(S(=O)(=O)N2C[C@@H](O)COC[C@H]3O[C@H](CC(=O)NCc4ccc(Cl)c(Cl)c4)CC[C@@H]32)cc1
[50] COc1ccccc1-c1ccc2c(c1)[C@@H]1[C@@H](CCN1S(=O)(=O)c1ccccc1F)[C@H](CO)N2
[51] O=C(c1cccc(F)c1)N1C[C@H]2[C@@H](c3ccccc31)[C@@H](CO)N2C(=O)C1CCCCC1
[52] O=C(C[C@@H]1CC[C@@H](NC(=O)C2CCOCC2)[C@H](CO)O1)NCc1ccccc1Cl
[53] COc1cccc(-c2ccc(C3[C@H]4CNC[C@@H]3N4S(=O)(=O)c3cn(C)cn3)cc2)c1 (stereo partly specified)
[54] C[C@@H]1CCCCO[C@H](CN(C)C(=O)c2ccccc2)[C@H](C)CN([C@H](C)CO)C(=O)c2cc(NS(=O)(=O)c3ccc(Cl)cc3)ccc2O1

compound no.	49	50	51	52	53	54
Pf Dd2 inh	-2.9	-28.8	-13.3	2.2	28.2&5.2	-21.0
KDM4C inh	-0.2	-0.5	-0.3	-0.3	2.2&-0.5	-0.1
C diff growth	/	34.4	12.0	/	-4.4&-3.4	3.1
T cruzi growth	58.0	87.7	55.6	25.3	/	57.3
